KLK7 zymogen act – proKLK7 zymogen activators, primary screen, biochemical, fluorescence intensity. Kallikrein-7 (Homo sapiens), P49862. purified proKLK7, EDANS-DABCYL substrate fluorescence; 100% is mature enzyme control, 0% vehicle. activation, % at 7 µM. actives 0.9% (n = 370,000). AID 652039, 2013;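 active = activation above the mean of all tested compounds plus 3 SD, computed per campaign excluding outliers beyond control limits, cut at about 13% in these data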
MBD2 DNA inh – inhibitors of MBD2 binding to methylated DNA, primary screen, biochemical, TR-FRET, DNA-binding domain, human; MBD2 binding to methylated oligonucleotide; actives 0.31% (n = 370,000); inhibition, % at 4.4 µM; AID 686964, 2013; Methyl-CpG-binding domain protein 2 (Homo sapiens), Q9UBB5; in the data active = inhibition above about 13%
Target sequence (Q9UBB5 whole entry, looked up, the tested form may be a part): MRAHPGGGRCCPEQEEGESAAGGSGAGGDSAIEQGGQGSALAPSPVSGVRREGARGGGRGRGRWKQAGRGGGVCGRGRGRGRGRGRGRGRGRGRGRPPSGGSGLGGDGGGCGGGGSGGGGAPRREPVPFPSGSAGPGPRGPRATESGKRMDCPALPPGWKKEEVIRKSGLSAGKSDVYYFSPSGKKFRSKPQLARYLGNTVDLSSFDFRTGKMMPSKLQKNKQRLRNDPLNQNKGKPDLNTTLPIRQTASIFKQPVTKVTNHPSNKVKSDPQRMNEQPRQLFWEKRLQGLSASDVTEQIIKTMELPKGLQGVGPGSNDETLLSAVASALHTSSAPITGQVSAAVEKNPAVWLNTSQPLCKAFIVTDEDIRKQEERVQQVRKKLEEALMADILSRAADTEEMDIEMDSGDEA
ASAP1 GAP inh – inhibitors of human ASAP1 ArfGAP activity, primary screen, biochemical, fluorescence polarization; inhibition, % at 16.5 µM; ASAP1-stimulated ARF1 GTP hydrolysis, GDP FP detection; Arf-GAP with SH3 domain, ANK repeat and PH domain-containing protein 1 (Homo sapiens), …; actives 0.19% (n = 360,000); in the data active = inhibition above about 25%;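 also: 0% = vehicle with enzyme and substrate and 100% = no enzyme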
Target sequence (Q9ULH1 325-724 limits assumed): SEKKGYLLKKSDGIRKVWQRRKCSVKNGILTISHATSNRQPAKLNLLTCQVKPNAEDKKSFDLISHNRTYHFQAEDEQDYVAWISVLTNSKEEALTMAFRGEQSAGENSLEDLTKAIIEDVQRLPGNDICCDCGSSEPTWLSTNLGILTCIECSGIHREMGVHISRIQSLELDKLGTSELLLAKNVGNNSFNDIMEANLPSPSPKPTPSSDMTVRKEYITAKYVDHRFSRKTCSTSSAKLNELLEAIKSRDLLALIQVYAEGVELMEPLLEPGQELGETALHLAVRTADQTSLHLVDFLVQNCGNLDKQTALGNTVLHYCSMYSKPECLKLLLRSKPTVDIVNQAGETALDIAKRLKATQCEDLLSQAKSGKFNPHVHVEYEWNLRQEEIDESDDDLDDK
UHRF1 binding – UHRF1 methylated DNA binding inhibitors, primary screen, counter-screen for MBD2 inhibitor project, biochemical, TR-FRET, human UHRF1, single concentration; UHRF1 binding to methylated oligo; inhibition, % at 4.4 µM; actives 0.75% (n = 370,000); AID 687016, 2013; in the data active = inhibition above about 21%;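 also: UHRF1 SRA domain binding a hemimethylated CpG hairpin DNA probe; 0% = median of test compound wells and 100% = reference inhibitor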
ADAM17 inh – ADAM17 inhibitors, primary screen, biochemical, QFRET | Disintegrin and metalloproteinase domain-containing protein 17 (Homo sapiens), P78536 | recombinant ADAM17, EDANS/DABCYL FRET peptide cleavage | inhibition, % at 6.95 µM | actives 0.83% (n = 370,000) | AID 720648, 2013;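 active = inhibition above the mean of compounds lying between control limits plus 3 SD, set per campaign, cut at about 8.5% in these data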;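 also: 0% = DMSO-only wells as the low control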
PLC-gamma1 inh – PLC-gamma1 enzyme inhibitors, primary screen, biochemical, fluorescence, purified enzyme; inhibition, % at 12.2 µM; actives 0.84% (n = 370,000); fluorogenic substrate; 1-phosphatidylinositol 4,5-bisphosphate phosphodiesterase gamma-1 (Homo sapiens), P19174; in the data active = inhibition above about 9.5%
ARFGAP1 inhibitor – inhibitors of rat ARFGAP1 GAP activity, primary screen, biochemical, fluorescence polarization, GDP tracer; ADP-ribosylation factor GTPase-activating protein 1 (Rattus norvegicus), Q62848; Arfgap1-stimulated ARF1 GTP hydrolysis, GDP FP detection; inhibition, % at 16.5 µM; actives 0.26% (n = 360,000); AID 651572, 2012;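 active = inhibition above a per-plate limit, mean inhibition of low control wells plus 3 SD, cut at about 25% in these data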;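 also: 0% = DMSO wells with enzyme and 100% = wells lacking Arfgap1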
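Repeats: one replicate per compound; assay system: rat Arfgap1 catalytic domain, aa 1-136; times: enzyme reaction 120 min at 25 °C after 20 min preincubation; detection: FP of antibody-bound GDP Alexa 633 tracer, ex 620/em 688 nm; benchmarks: high control wells lacking Arfgap1, low control full reaction with DMSO; reagent: human ARF1(Δ1-17)-GTP substrate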
Tn7 DDE FP – inhibitors of Tn7 peptide binding to fibrin DD(E), primary screen, biochemical, fluorescence polarization, human fibrin, Tn7 probe; Fibrinogen beta chain (Homo sapiens), P02675; FP displacement of FITC-Tn7 peptide from fibrin DD(E); 0% = median of compound wells per plate; inhibition, % at 8.3 µM; actives 0.13% (n = 370,000); AID 720508, 2013;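 active = inhibition above the mean of compounds falling within the control limits plus 3 SD of them, cut at about 14% in these data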;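 also: 0% = plate median of compound wells and 100% = 10 µM Aha-Tn7 peptide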
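assay system = human clot-derived fibrin DD(E) complex | quantity = Fibrin-DD(E) at 2 µM final | timing = 10 min preincubation, 3 h with tracer, room temperature | signal = fluorescence polarization | measure = percent inhibition | benchmarks = high control wells with 10 µM unlabelled Aha-Tn7 peptide (full inhibition) | replicates = singlicate testing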
Tn6 DDE FP – inhibitors of Tn6 peptide binding to fibrin DD(E), primary screen, biochemical, fluorescence polarization, human fibrin, Tn6 probe. Fibrinogen beta chain (Homo sapiens), P02675. Fibrin DD(E) TRITC-Tn6 fluorescence polarization displacement. inhibition, % at 8.3 µM. actives 0.21% (n = 370,000). AID 720509, 2013;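 active = inhibition above a per-campaign cutoff: mean of compounds within control limits plus 3 SD, cut at about 15% in these data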;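 also: 0% = median of all compound wells on the plate and 100% = blocking peptide control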
PLC-beta3 inh – human PLC-beta3 inhibitors, primary screen, biochemical, fluorescence; 1-phosphatidylinositol 4,5-bisphosphate phosphodiesterase beta-3 (Homo sapiens), Q01970; actives 0.18% (n = 370,000); inhibition, % at 12.2 µM; Purified PLC-beta3, fluorogenic substrate; AID 720704, 2013; in the data active = inhibition above about 11%;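 also: 0% = median of compound wells on plate and 100% = full blocker control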
* marks the source's active call; other numbers are inactive results; i = inactive.

SMILES	KLK7 zymogen act	MBD2 DNA inh	ASAP1 GAP inh	UHRF1 binding	ADAM17 inh	PLC-gamma1 inh	ARFGAP1 inhibitor	Tn7 DDE FP	Tn6 DDE FP	PLC-beta3 inh
COc1ccccc1CCC(=O)Nc1ccc2c(c1)c(=O)n(C)n2Cc1cccc(C(F)(F)F)c1	-9.9	-2	-1	0	-252	-179	3	1	-7	-253
CC(C)[C@H](NC(=O)c1ccccc1)C(=O)OCC(=O)NCc1ccc(F)cc1	0.3	2	2	-2	-1	3	8	5	9	2
CC1(C(=O)NS(=O)(=O)Cc2cccc(Cl)c2)CCN1C(=O)c1ccc(C2CCCCC2)cc1 (stereo not given)	-0.5	6	5	2	-3	-1	1	3	-2	-1
Cc1c(OCC(=O)N[C@@H](CSCc2ccccc2)C(=O)O)ccc2c3c(c(=O)oc12)CCC3	-1.0	-1	4	1	-6	-1	-17	3	9	1
CCOCC(=O)Nc1c(C(=O)Nc2ccc3c(c2)OCCO3)oc2ccccc12	0.1	2	17	0	-4	-6	10	1	-8	-12
CCCCNC(=O)CSc1nc2ccsc2c(=O)n1C1CCN(C(=O)OCC)CC1	-0.7	-2	9	2	0	5	-6	2	-3	6
CCCCC(CC)CNC(=O)C(=O)c1ccccc1NC(C)=O (stereo not given)	0.0	-5	7	6	2	5	9	-4	1	5
CCC(=NC(C)c1ccccc1)c1c(O)n(C)c(=O)n(C)c1=O (stereo not given)	-0.1	3	-4	-1	-2	0	6	-2	4	0
COc1ccc(-n2c(=O)c3c4c(sc3n(CC(=O)NCC3CCCO3)c2=O)CCCC4)c(OC)c1 (stereo not given)	0.2	-4	12	1	-5	-1	18	0	-3	-9
Cc1cc([N+](=O)[O-])c(-c2ccc(/C=N/n3cnnc3)o2)cc1Cl	0.3	-2	8	-2	0	0	6	0	-4	1
CCc1cccc(C)c1NC(=O)CCCSc1nc2ccccc2s1	-0.2	-1	17	1	5	9	2	-13	4	3
O=C(CN(C(=O)CCNC(=O)c1ccco1)c1ccccc1)NC1CCCC1	-0.1	1	-6	-2	3	8	-14	-5	8	6
CN(Cc1c(C(=O)N2CCCCCCC2)nc2ccc(Cl)cn12)C1CCOC1 (stereo not given)	-0.3	4	0	1	-4	1	-11	7	15	-10
O=C(COC(=O)c1cn(-c2ccccc2)nc1-c1ccccc1)Nc1ncc(Cl)cc1Cl	0.1	-4	1	0	0	-6	-4	-6	0	-21
COc1ccc(C2CC2C(C)=O)cc1 (stereo not given)	0.6	-3	2	-1	2	-1	7	-3	1	-1
CNS(=O)(=O)c1ccc2nc(NC(=O)/C=C/c3ccco3)sc2c1	6.9	-7	1	0	-9	-29	11	-6	-6	-49
N#Cc1cn(CC(=O)O)c2ccccc12	-0.1	-3	-1	-2	-5	-1	3	-4	5	0
CN(C)CCOC(=O)Cc1ccc(Cl)cc1	-0.6	5	0	3	1	2	-2	0	0	3
COCCSc1nnc(NC(=O)CCS(=O)(=O)Cc2ccccc2)s1	-0.5	1	-3	-3	-1	2	-2	-3	-14	0
COc1cc(OC)c(OC)cc1CNC(=O)CCN1C(=O)c2cccc([N+](=O)[O-])c2C1=O	0.0	-1	2	-1	0	0	-3	-5	-6	-4
COc1ccc(/C=C/C(=O)NNC(=O)C(C)Oc2ccccc2F)cc1OC (stereo not given)	3.5	-5	7	-1	-37	-90	9	0	6	-108
COc1cc(/C=C/C(=O)OCC(=O)Nc2ccc(C)cc2[N+](=O)[O-])ccc1O	0.0	0	-11	3	-4	7	9	-11	0	-4
O=C(CN1C(=O)c2ccccc2S1(=O)=O)NCCSCc1c(F)cccc1Cl	0.7	2	10	-2	-1	-4	-6	7	-6	-7
Cc1cccc(-c2nnc(SCC(=O)Nc3cccc(C(=O)N4CCOCC4)c3)n2C)c1	0.5	3	-6	4	-2	-3	-1	10	-3	1
COCCNC(=O)CSc1nc2nn(-c3ccccc3)c(=O)c-2c2n1CCCCC2	0.3	-3	5	-1	-6	1	2	4	-1	-1

(further entries)
SMILES	KLK7 zymogen act	MBD2 DNA inh	ASAP1 GAP inh	UHRF1 binding	ADAM17 inh	PLC-gamma1 inh	ARFGAP1 inhibitor	Tn7 DDE FP	Tn6 DDE FP	PLC-beta3 inh
CCOC(=O)CSc1nnc(-c2ccco2)n1-c1ccccc1	0.0	0	-3	2	8	5	1	-13	3	4
CC(=O)Nc1c(-c2ccccc2)nc2ncccn12	22*	-7	-2	-1	-287	i	-6	1	12	i
CCN1CCN(c2cc(C)c3cc(NC(=O)c4cncc(Br)c4)ccc3n2)CC1	-0.3	-2	22	1	1	-13	-9	0	6	-16
O=C1C=C(c2cc(Cl)cc(Cl)c2)C[C@@H](c2ccc3c(c2)OCO3)C1	-1.2	-5	1	-1	-2	-1	-11	4	12	1
CC(=O)N1CCC(C(=O)Nc2ccc(S(=O)(=O)N3CCCCC3)cc2)CC1	0.0	-3	-6	6	-1	3	-7	-4	-18	-1
Cc1noc(C)c1S(=O)(=O)N1CCC(C(N)=O)CC1	0.1	3	12	1	1	6	-3	-5	8	0
COc1cccc(-c2nc(CS(=O)(=O)CC(=O)Nc3ccccc3Cl)c(C)o2)c1	0.4	0	-7	1	-1	-2	-1	-1	-6	-9
O=c1c2ccccc2c(-c2ccc(Cl)cc2)nn1-c1ccccc1	-0.7	-1	-2	0	0	-4	-7	-7	3	1
O=C(CCS(=O)(=O)c1ccc(F)cc1)Nc1nnc(-c2ccco2)o1	-0.6	-5	-3	-2	-2	-2	-5	-5	0	-3
CN(C)CCN(C(=O)C1CCCCC1)c1nc2cc3c(cc2s1)OCCO3	0.3	3	-9	-2	0	1	-6	0	-9	-3
Cc1ccc(C(=O)NCC(=O)OCc2csc(-c3ccccc3)n2)cc1	0.1	1	11	3	-3	-4	-1	5	4	1
O=C(CCC1N=C2c3ccccc3N=C(SCc3cccc(Cl)c3)N2C1=O)NCc1ccco1 (stereo not given)	1.2	-4	2	-1	-18	-7	11	-2	-9	-6
COc1ccc2[nH]c(C(=O)Nc3cccc(C)n3)cc2c1	2.8	-5	-10	-1	-28	-144	6	6	1	-224
COC(=O)C1=C(C)N(C)C(=S)NC1c1ccccc1 (stereo not given)	0.5	0	11	1	-2	4	1	-12	-2	0
C[C@H](CO)N1C[C@H](C)[C@H](CN(C)Cc2ccc(Oc3ccccc3)cc2)Oc2ccc(NC(=O)Nc3cccc4ccccc34)cc2CC1=O	-2.8	-3	7	-2	-9	-19	1	0	-10	-20
CC(C)c1nnc(NC(=O)c2cccc(NC(=O)C(F)(F)F)c2)s1	5.7	0	-5	0	-2	-8	4	7	-1	-11
CO/N=C(\c1nonc1N)N1CCN(c2ccc(Cl)cc2[N+](=O)[O-])CC1	0.0	6	-4	2	4	3	4	-3	0	1
CC(Sc1nnc(-c2ccccc2F)n1C1CC1)C(=O)NC(N)=O (stereo not given)	0.1	1	7	-1	-2	0	-10	4	9	-7
O=C(N/N=C/c1ccccn1)c1cc(C2CC2)[nH]n1	-0.3	6	6	0	-4	-2	-5	7	2	-2
N#Cc1cccc(NC(=O)C2SC(=Nc3ccccc3)C(C(=O)N3CCOCC3)=C2N)c1 (stereo not given)	-0.2	2	3	-2	2	-4	2	-4	1	-8
O=C(NNC(=O)c1ccc(Cl)cc1Cl)Nc1ccccc1	0.0	2	-12	-1	1	0	4	-2	4	3

From PubChem
